ELG1 genotoxic: genotoxicity induction in ELG1-luciferase HEK293T cells. Potency, µM (titrated, usually from 46 µM), without a hit: top-dose activity change, positive = activation, most hits filed as activators. HEK293T ELG1-luciferase reporter, luminescence, 16 h. AID 504466. 330,000 tested, 1.3% active; further: potency means the concentration at half of the fitted maximal effect; % of control where 0% means no effect; nearly all actives have a fitted effect of over 60% in size
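Reporter readout depends on ELG1 protein level, which increases with genetic stress. After 16 hr compound exposure at 37 °C, luciferase activity was quantified using ONE-Glo.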
Giardia killer: Giardia lamblia killing; Giardia lamblia trophozoite viability; activity change, % at 7.66 µM, hits read low; 340,000 tested, 0.15% active; AID 540267; in the data active means activity change below about -80%; inconclusive means between about -30% and that limit;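 further: parasites exposed to compound for two days anaerobically before the ATP read; on the % scale 0 is the no-effect control and ±100 the full control effect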
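Killing of trophozoites was scored by loss of ATP luminescence after a 48 hrs anaerobic exposure to compounds at 37 deg C, using 100 cells per well.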
RORg inh: inhibitors of mouse ROR gamma transcriptional activity; P51450; Drosophila S2 Gal4-RORgamma UAS-luciferase reporter, 20 h; Potency, µM (series often up to 53.6 µM), for inactives: at the highest dose activity change, negative = inhibition, actives largely listed as inhibitors; 310,000 tested, 5.4% active; AID 2551; further: potency means the concentration at half of the fitted maximal effect; on the % scale 0 is the no-effect control and ±100 the full control effect; nearly all actives have a fitted effect of over 60% in size
Target sequence (P51450 whole entry, looked up, the tested form may be a part): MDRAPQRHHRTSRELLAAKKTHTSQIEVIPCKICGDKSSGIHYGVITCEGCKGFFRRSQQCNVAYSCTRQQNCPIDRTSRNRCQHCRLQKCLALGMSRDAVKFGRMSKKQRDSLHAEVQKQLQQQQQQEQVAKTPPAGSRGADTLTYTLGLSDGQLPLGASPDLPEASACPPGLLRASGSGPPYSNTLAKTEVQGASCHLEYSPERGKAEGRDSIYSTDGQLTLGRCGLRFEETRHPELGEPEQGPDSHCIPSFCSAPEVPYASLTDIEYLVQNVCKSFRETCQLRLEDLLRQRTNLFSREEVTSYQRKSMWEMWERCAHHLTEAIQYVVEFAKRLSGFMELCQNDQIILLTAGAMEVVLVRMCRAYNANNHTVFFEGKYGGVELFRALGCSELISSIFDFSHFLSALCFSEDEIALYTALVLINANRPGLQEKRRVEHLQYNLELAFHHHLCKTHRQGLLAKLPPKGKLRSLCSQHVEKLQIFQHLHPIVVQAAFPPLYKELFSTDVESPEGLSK
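In this cell-based reporter format, copper sulfate (700 uM final) drives Gal4–ROR gamma fusion expression from a metallothionein promoter in Drosophila Schneider cells; compounds preincubated 1 hr, reporter read after 20 hr at ambient temperature.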
Gal4-VP16 FLuc: counter-screen for ROR gamma inhibitors: Gal4-VP16 reporter; Drosophila S2 Gal4-VP16 UAS-luciferase, luminescence, 20 h; Potency, µM (series often up to 53.6 µM), for the others: top-dose activity, negative = inhibition, most hits filed as inhibitors; 310,000 tested, 3.5% active;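 further: Gal4-VP16 expression switched on by copper sulfate through the metallothionein promoter; potency means the concentration at half of the fitted maximal effect; on the % scale 0 is the no-effect control and ±100 the full control effect; nearly all actives have a fitted effect of over 50% in size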
FLuc modulator: firefly luciferase modulation, counter-screen for miR-21 project; P08659; purified FLuc, Km substrates, luminescence inhibition; Potency, µM (top dose mostly 57.5 µM), inactives show at the top dose activity change, negative = inhibition, usual class: inhibitors; 360,000 tested, 6.9% active; AID 588342;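 further: potency means the concentration at half of the fitted maximal effect; plate controls were vehicle for no effect and reference inhibitor for full effect; nearly all actives have a fitted effect of over 55% in size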
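Purified P. pyralis luciferase (10nM final) with 10uM D-luciferin and 10uM ATP (Km levels) in 50mM Tris acetate pH 7.5, 10mM Mg acetate, 0.01% Tween-20, 0.05% BSA; qHTS 6-point titration, ~60 µM downward; luminescence read.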
PKM2 activator: activators of human pyruvate kinase M2; P14618; purified PKM2, Kinase-Glo ATP luminescence, activation; response scale: 0% is enzyme alone, no compound; Potency, µM (top dose mostly 57.5 µM), for the others: top-dose activation, hits mostly activators; 260,000 tested, 0.34% active; AID 1631; further: potency means the concentration at half of the fitted maximal effect; on the % scale 0 is the no-effect control and ±100 the full control effect; nearly all actives have a fitted effect of over 55% in size
Target sequence (P14618 whole entry, looked up): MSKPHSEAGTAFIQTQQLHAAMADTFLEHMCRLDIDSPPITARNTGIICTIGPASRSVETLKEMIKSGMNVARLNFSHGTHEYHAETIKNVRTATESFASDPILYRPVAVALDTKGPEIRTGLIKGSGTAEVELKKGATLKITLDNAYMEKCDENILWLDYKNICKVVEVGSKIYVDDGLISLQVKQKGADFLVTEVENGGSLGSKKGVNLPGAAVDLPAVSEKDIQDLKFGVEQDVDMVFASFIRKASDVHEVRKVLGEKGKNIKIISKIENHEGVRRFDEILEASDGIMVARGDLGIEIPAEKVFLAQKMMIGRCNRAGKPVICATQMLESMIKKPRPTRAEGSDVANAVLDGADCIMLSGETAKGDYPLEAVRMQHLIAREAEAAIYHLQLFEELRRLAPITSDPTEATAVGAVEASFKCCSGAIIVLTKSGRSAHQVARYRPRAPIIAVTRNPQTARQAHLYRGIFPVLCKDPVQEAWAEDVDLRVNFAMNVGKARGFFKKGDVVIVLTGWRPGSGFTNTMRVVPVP
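Purified hPK-M2 (>95% pure) converted ADP (0.1 mM final) to ATP with 0.5 mM PEP in 50 mM imidazole pH7.2, KCl, MgCl2, Tween 20, BSA; 1 h at room temperature. ATP detected by Kinase-Glo luminescence.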
Menin MLL FP TR: displaces Texas Red mutant MLL peptide from human menin; O00255; Menin + Texas Red MLL mutant peptide, fluorescence polarization; Potency, µM (doses to about 61.6 µM), for the others: top-dose FP activity change, negative = inhibition, usual class: inhibitors; 270,000 tested, 0.23% active; active means well fitted inhibition curve with a large enough effect in the polarisation, with a control signal flat, not every such curve was filed as active; inconclusive means small, poorly fitted or top-dose-only effect, or effect the other way, or a change in a side signal; inactive means no such curve, though single readings can be large or run the other way; the % refers to the polarisation; further: potency means the concentration at half of the fitted maximal effect; % of control where 0% means no effect; many of its hits are not listed in these tables
Rab9 prom act: Rab9 promoter activation | Huh7 Rab9 promoter-luciferase reporter, luminescence, 24 h | Potency, µM (series often up to 9.22 µM), for the others: at the highest dose activation, negative = inhibition, actives largely listed as activators | 320,000 tested, 2.8% active | AID 485297; further: potency means the concentration at half of the fitted maximal effect; % of control where 0% means no effect; nearly all actives have a fitted effect of over 60% in size
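Luciferase signal after 10 min detection reagent at ambient indicates Rab9 promoter upregulation; stably transfected Huh7 cells were treated 24 h with compound in DMSO at 37 °C, 5% CO2.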
BRCA1 expr act: increases BRCA1 expression | MCF7-BRCA1-FFLuc reporter, luminescence, 48 h; response scale: scaled: vehicle 0%, 10 µM genistein 100% | Potency, µM (highest dose often 46.1 µM), inactives show at the top dose activation, usual class: activators | 380,000 tested, 1.1% active; further: potency means the concentration at half of the fitted maximal effect; nearly all actives have a fitted effect of over 80% in size; some results filed as inactive show a strong effect at the top dose
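Compounds are tested at multiple concentrations on MCF7 BRCA1-luciferase reporter cells seeded at 2000 per well; after 48 h, a single luminescence end-point is taken and curves fitted to the normalized data.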
NPC1 prom act: NPC1 promoter activation. Huh7 NPC1 promoter luciferase reporter, 24 h. Potency, µM (doses to about 9.22 µM), inactives show top-dose activation, most hits filed as activators. 320,000 tested, 2.4% active. AID 485313;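 further: potency means the concentration at half of the fitted maximal effect; % of control where 0% means no effect; nearly all actives have a fitted effect of over 60% in size; reporter is driven by a mutant NPC1 promoter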
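Cells: Huh7 expressing luciferase under the NPC1 promoter, 1500/well. Seeded 2 h, compound added, incubated 24 h at 37 °C. Luciferase reagent, 10 min ambient, then luminescence.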
p53 reactivator: mutant p53 re-activation in reporter cells; Potency, µM (highest dose often 92.2 µM), without a hit: at the top dose activity change, positive = activation, hits mostly activators; H1299 p53-A138V BP100-luciferase reporter, luminescence, 24 h; AID 504706; 320,000 tested, 0.063% active; further: potency means the concentration at half of the fitted maximal effect; % of control where 0% means no effect; nearly all actives have a fitted effect of over 45% in size
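H1299 (p53-null), stable ts p53-A138V + BP100-Luc; 1000 cells/well, Opti-MEM/10% FBS; cpd 4 pt, 1:5; 24 h, 37 deg C, 5% CO2; detection reagent 10 min RT; luminescence.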
* marks the source's active call; other numbers are inactive results; ? = inconclusive; . = no result given; [ ] = another dose, or the depositor's remark. Unless noted, the call rests on the fitted dose curve; in most records, active means well fitted curve in the direction sought with a large enough effect; inconclusive means small, poorly fitted or top-dose-only effect, or another doubt; inactive means no such curve, though single readings can be large; an effect the other way counts as inactive or inconclusive. The list is partial. The share of hits here may be higher or lower than overall.

SMILES	ELG1 genotoxic	Giardia killer	RORg inh	Gal4-VP16 FLuc	FLuc modulator	PKM2 activator	Menin MLL FP TR	Rab9 prom act	BRCA1 expr act	NPC1 prom act	p53 reactivator
CCS(=O)(=O)c1ccc(O)c(NC(=O)COc2ccc(Br)cc2)c1	-1%	2	?	1%	24µM*	-25%	33%[activator]	-4%	15%	0%	-3%
CC(=O)c1ccc(NC(=O)C(C)OC(=O)CCCN=C2NS(=O)(=O)c3ccccc32)cc1 (configuration not stated)	-5%	-10	.	.	0%	.	.	0%	12%	0%	8%
O=C(c1ccc(COCC(F)(F)F)o1)N1CCCC1	4%	-20	10%	-6%	0%	1%	8%	-8%	0%	-6%	2%
CNC(=O)c1oc(-c2ccccc2)nc1C	-4%	-19	-13%	-3%[10 µM]	0%	0%	-1%	-7%	-27%	1%	11%
Cc1ccc(S(=O)(=O)Nc2ccc(-n3cnnn3)cc2)cc1	1%	22	12%	-2%	1%	.	.	-5%	0%	-8%	-3%
O=C(N/N=C/c1cc(Cl)cc([N+](=O)[O-])c1O)c1cc(-c2ccccn2)nc2ccccc12	10%	-2	5.6µM*	10µM*	21µM*	-3%	.	-16%	-73%	-5%	4%
CCc1sc(C(=O)NCc2ccccc2)cc1C	2%	23	38%	5%	?	14%	-3%	28%	54%	0%	10%
NC(=O)c1cc(Cl)cn(-c2ccccc2)c1=O	1%	32[activator]	3%	0%	4%	0%	-1%	-5%	10%	0%	1%
COC(=O)C1CCN(S(=O)(=O)c2cc3c4c(c2)CCN4C(=O)CC3)CC1	0%	7	.	.	1%	.	.	1%	-1%	1%	6%
CCCC(c1nnnn1C1CCCCC1)N1CCN(C2CCCC2)CC1 (configuration not stated)	-1%	7	-17%	-1%	-2%	1%	-24%	-3%	-9%	-1%	3%
CN(Cc1ccccc1)S(=O)(=O)c1ccc(Cl)c(C(=O)NCc2ccncc2)c1	-2%	11	.	.	3%	.	.	-11%	-24%	-10%	9%
Cc1cc(C)n(Cc2cccc(C(=O)N/N=C/c3cccnc3)c2)n1	9%	13	.	.	?	-1%	2%	17%	52%	9%	.
O=S(=O)(NCc1ccc2c(c1)OCO2)c1cccc(S(=O)(=O)N2CCOCC2)c1	-1%	-20	13%	2%	-2%	2%	-6%	-9%	16%	-1%	1%
COc1ccc(CN2C(=O)c3ccccc3C2=O)cc1C(=O)Nc1ccc(C)cc1C	5%	-3	16%	-10%	-1%	-2%	11%	-1%	1%	-4%	1%
Cc1[nH]c2ccccc2c1C(=O)CNc1nccs1	3%	14	?	?	6%	1%	-1%	10%	-10%	0%	2%
Cc1nnc(N(C)C(=O)c2ccncc2)s1	0%	-5	10%	-17%	-2%	-1%	-8%	6%	-9%	-1%	13%
COc1ccccc1OCc1nnc(SCC(=O)NCc2ccco2)n1Cc1ccco1	1%	6	30%	2%	-2%	20%	1%	8%	2%	1%	4%
COc1ccc(CC(NC(C)=O)C(=O)NC2CCN(c3c4c(nc5ncnn35)CCC4)CC2)cc1 (configuration not stated)	-2%	-1	1%	-7%	-2%	1%	-3%	17%	9%	14%	3%
CC(C)N1CCC(NC(=O)Nc2ccccc2)CC1	-1%	-8	-19%	0%	1%	4%	13%	-2%	-14%	-5%	-1%
CN1CCCN(C(=O)c2cc3c(s2)CCCC3)CC1	12%	20	-8%	-2%	4%	7%	.	14%	32%	3%	9%
CCn1cc(C(=O)NCCC(=O)OC)c(=O)c2cc3c(cc21)OCO3	-1%	11	7%	-5%	0%	.	-20%	1%	-12%	1%	-1%
CS(=O)(=O)N(C(=O)NC(=O)NC1CCS(=O)(=O)C1)C1CCCCC1 (configuration not stated)	1%	13	-17%	-1%	-1%	-1%	-11%	-4%	0%	-4%	11%
c1cc2c(cc1Nc1nc(-c3ccc4c(c3)OCO4)cs1)OCCO2	?	-5	?	?	4.3µM*	7%	?	2.8µM*	88%	3.2µM*	?
CC(=O)c1ccc(N(C(=O)CNC(=O)c2ccco2)C(C(=O)NC2CCCC2)c2ccco2)cc1 (configuration not stated)	13%	-10	17%	-10%	2%	-1%	6%	0%	-13%	0%	-1%
Cc1nc(NC(=O)c2cc(-n3cnnc3)ccc2Cl)ccc1Br	0%	0	5%	-4%	1%	-7%	-9%	1%	-25%	-7%	-22%
(next part)
SMILES	ELG1 genotoxic	Giardia killer	RORg inh	Gal4-VP16 FLuc	FLuc modulator	PKM2 activator	Menin MLL FP TR	Rab9 prom act	BRCA1 expr act	NPC1 prom act	p53 reactivator
COc1ccc2nc(C)cc(N3CCN(S(=O)(=O)c4ccccc4F)CC3)c2c1	-4%	1	.	.	2%	.	.	-3%	0%	-4%	2%
Cc1ccc(CC2CC(=O)N(c3ccc(C)cc3)C2=O)cc1 (configuration not stated)	0%	-27	34%	0%	5%	6%	0%	-4%	24%	-1%	-3%
CCN(C(=O)CSc1nnc(COc2ccccc2F)n1N)C1CCS(=O)(=O)C1 (configuration not stated)	1%	7	-22%	-9%	1%	-6%	-4%	8%	-1%	1%	-2%
Cc1csc(NC(=O)CSc2nnc(C)c(=O)n2N)n1	-4%	11	-3%	-8%	-3%	-8%	10%	-2%	-1%	1%	20%
CCN(CC)S(=O)(=O)c1ccc(/C=C/C(=O)OCC(=O)NCc2cccs2)cc1	2%	-20	.	.	0%	.	.	2%	0%	-1%	3%
COc1cccc(/C=C2\C=C(c3ccc(C)cc3)OC2=O)c1OC(C)=O	5%	1	-2%	-6%	15µM*	.	?	2%	15%	10%	9%
CC(C)(Oc1ccc(Br)cc1)C(=O)N1CCc2ccccc21	-1%	0	0%	14%	4%	-2%	?	-4%	6%	0%	-1%
Cc1occc1-c1nnc(-c2cc([N+](=O)[O-])cc([N+](=O)[O-])c2)o1	-2%	-22	-14%	-9%	-1%	3%	?	28%	60%	18%	4%
O=C(Nc1nc2ccc(Cl)cc2s1)c1ccc(N2CCCCC2)c([N+](=O)[O-])c1	?	3	-27%	-12%	2%	-1%	?	0%	-61%	-8%	-2%
CC(=O)C1=C(C)NC(=S)NC1c1cccc([N+](=O)[O-])c1 (configuration not stated)	-2%	18	10%	8%	-1%	-1%	15%	3%	-9%	-16%	18%
CCCC(=O)Nc1nc(C)c(-c2csc(Nc3ccccc3C)n2)s1	-5%	-17	-16%	-1%	?	-1%	26%	1%	-21%	0%	1%
O=C(Nc1ccc(N2CCCC2)cc1)c1ccc(Br)o1	?	-12	0%	4%	11µM*	-2%	-7%	0.35µM*	?	0.5µM*	13%
NC(=O)CC(NC(=O)c1ccccc1)c1ccc(N2CCC(N3CCCC3)CC2)c([N+](=O)[O-])c1 (configuration not stated)	-1%	15	-6%	1%	5%	1%	-2%	0%	0%	0%	9%
Cn1cc(S(=O)(=O)N2CCCC2)cc1C(=O)Nc1cccc(C(F)(F)F)c1	-5%	15	15%	-6%	2%	.	.	-7%	-20%	-4%	2%
COC(=O)c1ccc(OCC(O)CN(CCO)CC(O)Cn2ccc3ccccc32)cc1 (configuration not stated)	-5%	9	?	-18%	4%	4%	-12%	-6%	-33%	-3%	-5%

Pulled one by one from above:
SMILES	ELG1 genotoxic	Giardia killer	RORg inh	Gal4-VP16 FLuc	FLuc modulator	PKM2 activator	Menin MLL FP TR	Rab9 prom act	BRCA1 expr act	NPC1 prom act	p53 reactivator
Cc1ccc(CC2CC(=O)N(c3ccc(C)cc3)C2=O)cc1 (configuration not stated)	0%	-27	34%	0%	5%	6%	0%	-4%	24%	-1%	-3%
COc1cccc(/C=C2\C=C(c3ccc(C)cc3)OC2=O)c1OC(C)=O	5%	1	-2%	-6%	15µM*	.	?	2%	15%	10%	9%
O=C(Nc1ccc(N2CCCC2)cc1)c1ccc(Br)o1	?	-12	0%	4%	11µM*	-2%	-7%	0.35µM*	?	0.5µM*	13%
CC(=O)C1=C(C)NC(=S)NC1c1cccc([N+](=O)[O-])c1 (configuration not stated)	-2%	18	10%	8%	-1%	-1%	15%	3%	-9%	-16%	18%

Results in ELG1 genotoxic, for some of the entries so far:
compound | ELG1 genotoxic
COc1ccc2nc(C)cc(N3CCN(S(=O)(=O)c4ccccc4F)CC3)c2c1 | -4%
Cc1ccc(CC2CC(=O)N(c3ccc(C)cc3)C2=O)cc1 (configuration not stated) | 0%

Screening results (PubChem BioAssay)
